All columns: NCI-60 one-dose screen, growth in % after 48 h at 10 µM unless noted; 100 = growth as untreated, 0 = no growth, -100 = all killed.
HOP-92 = HOP-92 NSCLC cells; hit rate 6.3% among 71,000; AID 1794738
CCRF-CEM = CCRF-CEM leukemia. hit rate 7% among 77,000. AID 1794778
EKVX = EKVX NSCLC. hit rate 3% among 71,000. AID 1794765
SK-MEL-28 = SK-MEL-28 melanoma | hit rate 4.1% among 81,000
M14 = M14 melanoma; hit rate 6.2% among 80,000
A549/ATCC = A549/ATCC NSCLC | AID 1794740 | hit rate 3.7% among 81,000
HOP-62 = HOP-62 NSCLC; AID 1794735; hit rate 3.9% among 80,000
SK-MEL-5 = SK-MEL-5 melanoma. hit rate 6.4% among 80,000. AID 1794755
Starred values were filed as active, the others as inactive; . = not tested or not shown; & = joins results of further samples. How the source made its calls: active means growth percent below 10; inactive means the rest.

no.	structure	HOP-92	A549/ATCC	SK-MEL-5	EKVX	CCRF-CEM	SK-MEL-28	M14	HOP-62
1	Cc1oc(-c2ccc(Cl)cc2)nc1C1=NN(C(=O)c2ccncc2)C(c2ccc(F)cc2)C1 (stereo unspecified)	77.3	92.3	96.2	99.0	95.4	95.2	98.1	86.2
2	Cc1ccc(Nc2nnc(-c3ccco3)o2)cc1	80.9	100.6	99.0	.	94.0	101.4	102.6	96.7
3	CC(C)(C)N(N)Cc1ccccc1	88.4	101.5	100.0	.	98.8	113.5	101.1	99.6
4	COCCOC(=O)Nc1cc(Cl)ccc1C	76.8	96.9	95.3	99.1	104.7	109.8	95.1	93.2
5	O=C(CNCCCc1ccccc1)c1ccc(O)c(O)c1	68.1	87.9	103.2	88.8	.	96.0	98.9	99.4
6	CN(C)C1CCN(Cc2ccc(NC(=O)c3cncc(C#Cc4cnc(N)c5ncccc45)c3)cc2C(F)(F)F)CC1	66.4	72.2	50.6	93.5	4.1*	-53.9*	-73.6*	75.5
7	CCOC(=O)c1sc2ncnc(Oc3ccc(NC(=O)Nc4ccc(Cl)cc4)cc3)c2c1C	.	66.2	75.5	82.4	.	107.8	92.8	.
8	COc1ccc(-c2nnc(SC/C(=N\O)c3ccccc3)o2)cc1	98.4	107.0	97.1	95.8	88.9	94.3	104.2	97.7
9	O=c1[nH]c2ccccc2cc1-c1nc2ccc(Cl)cc2[nH]1	7.4*	40.1	42.5	22.6	13.7	72.4	40.8	67.2
10	CCCCCCCCCCCC[n+]1c(C)cc(N)c2ccccc21	-6.0*	57.0	-96.7*	14.5	9.6*	29.5	-33.5*	3.6*
11	O=CC(F)(F)F	103.8	100.5	102.1	.	105.4	111.0	97.1	97.3
12	CCCCn1c(O)c(N=NC(=O)c2ccc(S(N)(=O)=O)cc2)c2ccccc21	99.7	102.6	98.8	97.5	91.9	108.6	92.7	103.2
13	S=C(NNc1ccccc1)NC1CCCCC1	63.1	96.8	100.6	98.9	91.4	109.4	98.6	105.9
14	CCN(CC)C(=O)N1C(=O)c2ccccc2S1(=O)=O	91.2	117.9	93.4	92.2	85.0	103.5	86.1	85.9
15	COc1cc(CCN=Cc2cc(Cl)cc(Cl)c2O)c([N+](=O)[O-])cc1OC	.	96.3	97.4	.	.	103.1	96.8	93.8
16	ClCC#CCSc1ncnc2nc[nH]c12	87.7	103.7	70.9	97.3	.	103.6	90.0	119.5
17	Nc1nc(N)c2c(n1)NC(c1ccccc1)CC(c1ccc(Nc3nc(NCCO)nc(N4CCOCC4)n3)cc1)=N2 (stereo unspecified)	.	100.3	74.0	98.8	49.2	97.4	101.2	84.6
18	O=c1[nH]c2cnn(-c3ccccc3)c2c(=O)n1O	88.0	99.4	110.9	114.2	89.7	115.9	97.9	102.9
19	O=C(O)CCCCSCCCCC(=O)O	96.8	90.9	93.9	105.9	95.8	114.4	103.4	95.8
20	Cc1c(Cl)cccc1Nc1n[nH]c(=S)s1	97.2	97.8	.	112.0	110.1	118.2	96.6	97.4
21	NS(=O)(=O)c1ccc(N=Nc2c(O)n(Cc3ccccc3)c3ccc(Cl)cc23)cc1	97.8	82.9	80.5	91.2	96.2	93.2	88.1	64.3
22	CCc1ccccc1-n1c(N)c(C#N)c(-c2ccc(OC)c(OC)c2)c(C#N)c1=O	125.9	105.8	113.1	106.2	112.4	124.2	112.1	95.2
23	N#Cc1c(N)nc2c(c1N)C(Sc1ccc(F)cc1)c1ccc(O)cc1O2 (stereo unspecified)	119.6	83.9	.	72.2	15.4	113.3	103.4	104.7
24	COc1ccc(-c2nnc(COc3ccc(NC(=O)Nc4ccc(Cl)c(C(F)(F)F)c4)cc3F)o2)cc1	-13.4*	11.1	12.3	.	0.2*	1.1*	9.0*	36.4
25	CCCCCCCCCc1ccc(OC(=O)c2ccccc2)cc1	91.7	95.8	88.5	94.0	131.7	97.2	98.2	100.3
26	CCCOc1ccc(N2CCN(c3ncnc4c3ncn4Cc3ccc(I)cc3)CC2)cc1	24.0	38.7	40.1	51.3	61.9	86.4	72.9	76.6
27	COC(=O)CCCNCCCn1ccc2cc(NCc3cccc(-c4ccccc4)c3C)ccc21	22.3	84.9	92.8	73.6	33.8	75.9	68.1	81.9
28	O=C1C(Cl)=C(NSCCSNC2=C(Cl)C(=O)c3ccccc3C2=O)C(=O)c2ccccc21	64.2	84.6	77.1	82.3	78.2	110.1	80.3	97.4
29	O=C1c2ccccc2C(Br)c2ccccc21	73.4	89.2	104.5	90.1	97.1	103.4	97.2	78.3
30	Clc1ccc(-c2nnc(COc3ccc(C4=NNC(c5ccco5)C4)cc3)o2)cc1 (stereo unspecified)	76.8	45.6	.	.	84.7	100.6	88.0	105.2

Of the compounds above, three have an aryl thioether with sulfur outside any ring:
no.	structure	HOP-92	A549/ATCC	SK-MEL-5	EKVX	CCRF-CEM	SK-MEL-28	M14	HOP-62
8	COc1ccc(-c2nnc(SC/C(=N\O)c3ccccc3)o2)cc1	98.4	107.0	97.1	95.8	88.9	94.3	104.2	97.7
16	ClCC#CCSc1ncnc2nc[nH]c12	87.7	103.7	70.9	97.3	.	103.6	90.0	119.5
23	N#Cc1c(N)nc2c(c1N)C(Sc1ccc(F)cc1)c1ccc(O)cc1O2 (stereo unspecified)	119.6	83.9	.	72.2	15.4	113.3	103.4	104.7

One compound at a time, as listed above. Order of screens: HOP-92	A549/ATCC	SK-MEL-5	EKVX	CCRF-CEM	SK-MEL-28	M14	HOP-62
COc1ccc(-c2nnc(COc3ccc(NC(=O)Nc4ccc(Cl)c(C(F)(F)F)c4)cc3F)o2)cc1 across the screens: -13.4*	11.1	12.3	.	0.2*	1.1*	9.0*	36.4
O=C1C(Cl)=C(NSCCSNC2=C(Cl)C(=O)c3ccccc3C2=O)C(=O)c2ccccc21 across the screens: 64.2	84.6	77.1	82.3	78.2	110.1	80.3	97.4
S=C(NNc1ccccc1)NC1CCCCC1 across the screens: 63.1	96.8	100.6	98.9	91.4	109.4	98.6	105.9

The listing continues:
no.	structure	HOP-92	A549/ATCC	SK-MEL-5	EKVX	CCRF-CEM	SK-MEL-28	M14	HOP-62
31	C/C(=N\Nc1ncc(C(N)=O)c(N)n1)c1ccccc1	94.5	90.6	89.8	105.2	103.0	117.8	105.0	95.1
32	COc1ccc(OC)c(/C=C/C(=O)N/N=C/c2ccc(Cl)cc2)c1	77.7	27.8	30.6	43.1	13.7	38.8	-34.4*	37.9
33	CN(C)CCCn1c2c(c3ccc(-c4ccn[nH]4)cc3c1=O)C(=O)c1ccccc1-2	34.1	0.6*	31.5	34.2	0.5*	89.8	48.0	5.6*
34	CCOC1=NC(=C(c2ccccc2)c2ccccc2)OC1=O	78.9	93.8	100.1	99.1	102.5	119.8	106.7	104.6
35	CN1C(=O)C2(SCC(C(=O)NC3CCCCC3)N2C(=O)C2CCCCC2)c2ccccc21 (stereo unspecified)	102.4	96.1	.	88.7	106.8	105.5	89.4	98.1
36	O=C(CCc1ccc(-c2ccccc2)o1)Nc1ncc(Cc2ccc(F)cc2)s1	86.5	98.9	98.8	94.7	93.6	103.6	103.0	102.4
37	CC1(C)OC2OC(C(O)Cn3cc(COc4ccc5ccc(=O)oc5c4)nn3)[C@@H](OCc3ccccc3)C2O1 (stereo partly specified)	105.1	95.8	86.8	96.0	97.9	106.1	99.0	100.4
38	CN1C(=O)/C(=C\c2c(Cl)cccc2Cl)c2ccccc21	83.4	88.0	86.5	87.6	89.5	94.4	75.5	86.5
39	Cc1cc(N2CCN(C3CCCC3)CC2)n2c(nc3ccccc32)c1C#N	70.7	92.8	84.5	.	91.1	103.4	113.2	76.0
40	O=C(Nc1nc2ccc(Cl)cc2s1)c1ccc(Cl)cc1	.	94.3	94.7	94.0	96.2	109.1	106.2	103.2
41	COc1ccc(S(=O)(=O)N2CCN(c3nccc(-c4c(-c5cccc(F)c5)nc5sccn45)n3)CC2)cc1	85.0	80.7	65.8	86.0	.	108.6	94.1	111.1
42	COc1cc2[nH]c(C(=O)c3ccc(Cl)cc3)cc2c(OC)c1OC	.	80.1	89.2	85.4	95.4	101.8	120.7	115.6
43	CCCCC1(CC)COC(C)(c2ccccc2)OC1 (stereo unspecified)	90.1	105.3	102.5	102.1	102.9	104.4	104.8	103.1
44	O=C(C[P+](c1ccccc1)(c1ccccc1)c1ccccc1)C[P+](c1ccccc1)(c1ccccc1)c1ccccc1	.	-27.9*	-88.9*	.	-24.0*	-42.0*	-75.4*	-59.8*
45	CC(C)N(CCOC(=O)Nc1cccc(Cl)c1)C(C)C	75.8	96.2	104.4	114.2	81.1	112.2	92.3	100.1
46	O=C(O)C1C=CCC(C(=O)O)C1 (stereo unspecified)	94.1	102.8	97.5	.	95.8	103.7	100.3	109.9
47	Cc1ccc2nc(C)[nH]c2c1	93.7	105.2	110.2	105.6	87.6	112.1	106.3	110.9
48	COc1ccc(-c2nc(N3CCN(C(=O)C4CCCCC4)CC3)c3c4c(sc3n2)CCCC4)cc1	44.8	-36.3*	36.5	.	5.8*	-24.2*	29.9	-84.5*
49	COC1=C(NC2CCCCC2)C(=O)C(OC)=C(NC2CCCCC2)C1=O	85.8	106.3	104.7	107.1	122.1	113.0	108.7	102.0
50	CC(c1ccc(Cl)cc1)N(CCN(C)C)c1ccccn1 (stereo unspecified)	51.7	105.6	97.4	.	.	96.6	89.6	95.9
51	CCCC(O)C(CC)CO (stereo unspecified)	114.6	99.1	97.6	.	108.8	103.5	100.0	102.6
52	C/C(=C(/c1ccc(O)cc1)c1ccc(Cl)cc1)c1ccccc1	-96.0*	-85.8*	-98.9*	-81.0*	-61.2*	-96.3*	-78.1*	-90.8*
53	OCCN(CCO)CC(O)c1cc(-c2ccccc2)nc2ccccc12 (stereo unspecified)	86.4	76.0	102.4	98.2	103.5	106.5	103.8	92.6
54	CC1=C(C#N)C(=O)NC1(C)O (stereo unspecified)	96.5	103.7	99.5	.	87.9	108.6	109.7	102.3
55	CN(C)c1ccc(N=Nc2ccc(S(=O)(=O)O)cc2)cc1	80.7&102.5	105.0&103.6	94.2&103.7	112.7&95.1	110.9&93.7	110.8&97.7	97.9&101.8	100.7
56	CCOC(=O)C(=O)Cc1cnc2ccccc2n1	105.9	104.1	99.4	.	100.7	112.5	104.5	96.7
57	CCOC(=O)C(C#N)C(C#N)c1ccccc1 (stereo unspecified)	94.5	84.5	98.7	100.1	78.0	106.9	85.0	88.6
58	COc1ccc(C(=O)/C=C/c2cccc(Nc3ccnc4cc(Cl)ccc34)c2)cc1	29.1	29.4	7.9*	50.9	37.2	44.6	23.2	18.8
59	CON(C)C(=O)c1cc(-c2ccc(Cl)cc2)n(-c2ccc(S(C)(=O)=O)cc2)n1	77.0	88.6	87.9	83.5	54.5	101.6	100.6	101.1
60	Cn1c(=O)c2[nH]c(CC(=O)O)nc2n(C)c1=O	112.6	91.4	105.5	101.2	105.6	101.5	104.2	97.2
61	NC1(N)C=CC2=C(C=C1)C1(N)C3=C(C=CC(N)(N)C=C3)N2C2(N)C3=C(C=CC(N)(N)C=C3)N1C1=C2C=CC(N)(N)C=C1	70.3	88.8	75.0	.	.	99.1	94.5	89.8
62	Cc1nc(Nc2ccc(NC(=S)Nc3ccccc3)cc2)nc2nc(SCc3ccccc3)[nH]c(=O)c12	82.4	57.9	99.7	99.2	92.3	114.8	.	95.2
63	c1ccc(CSc2ncnc3n[nH]nc23)cc1	94.2	105.4	99.1	102.0	98.4	114.0	102.8	94.0
64	Cc1cccc2c(Nc3ccc(NS(C)(=O)=O)cc3)c3ccc([N+](=O)[O-])cc3nc12	-16.7*	1.5*	-19.4*	.	-9.8*	-5.7*	16.7	14.0
65	CC(C)=CCC[C@](C)(O)[C@H]1CC[C@]2(C)[C@@H]1CC[C@@H]1[C@@]3(C)CC(=O)CC(C)(C)[C@@H]3CC[C@]12C	94.5	92.3	87.9	97.1	84.7	103.0	99.7	104.4
66	CC[n+]1ccc(C(=O)OC)cc1	105.6	110.1	102.7	102.7	125.0	107.5	96.4	103.9
